# Ub-GFP proteasome – proteasome inhibitors stabilizing ubiquitin-GFP reporter | Ubiquitin-GFP reporter cells, proteasome inhibition, GFP fluorescence; response scale: untreated = 0%, 10 µM MG-132 = 100% | Potency, µM (titrated, usually from 45.9 µM), for the others: at the top dose activation (GFP accumulation), most hits filed as activators | 67,000 tested, under 10 active | AID 526; active = well fitted activation curve with a large enough effect, not every such curve was filed as active; inconclusive = small, poorly fitted or top-dose-only effect, or another doubt; inactive = no such curve, though single readings can be large or run the other way; note: potency is the fitted concentration of half-maximal effect
#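 GFP accumulation read-out: laser plate cytometry counting ubiquitin(G76V)-GFP-expressing U2OS cells after 4 hr compound exposure at 37 °C. Titrations spanned 46 uM to 2.9 nM; 0% = basal, 100% = 10 uM MG-132; concentration-response curves fitted.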
# Tau fil binding – binders of human tau filaments; P10636; 2% of 71,000 active; Potency, µM (highest dose often 57.1 µM), for the others: at the highest dose activity change, negative = inhibition; recombinant tau filaments, thioflavin S fluorescence, 15 h; filaments grown with octadecylsulfate alongside compound;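 note: potency is the fitted concentration of half-maximal effect; % is set by controls: 0 for no effect and ±100 for the full control effect; actives lower thioflavin S fluorescence by blocking filaments or displacing dye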
# Target sequence (P10636 whole entry, looked up): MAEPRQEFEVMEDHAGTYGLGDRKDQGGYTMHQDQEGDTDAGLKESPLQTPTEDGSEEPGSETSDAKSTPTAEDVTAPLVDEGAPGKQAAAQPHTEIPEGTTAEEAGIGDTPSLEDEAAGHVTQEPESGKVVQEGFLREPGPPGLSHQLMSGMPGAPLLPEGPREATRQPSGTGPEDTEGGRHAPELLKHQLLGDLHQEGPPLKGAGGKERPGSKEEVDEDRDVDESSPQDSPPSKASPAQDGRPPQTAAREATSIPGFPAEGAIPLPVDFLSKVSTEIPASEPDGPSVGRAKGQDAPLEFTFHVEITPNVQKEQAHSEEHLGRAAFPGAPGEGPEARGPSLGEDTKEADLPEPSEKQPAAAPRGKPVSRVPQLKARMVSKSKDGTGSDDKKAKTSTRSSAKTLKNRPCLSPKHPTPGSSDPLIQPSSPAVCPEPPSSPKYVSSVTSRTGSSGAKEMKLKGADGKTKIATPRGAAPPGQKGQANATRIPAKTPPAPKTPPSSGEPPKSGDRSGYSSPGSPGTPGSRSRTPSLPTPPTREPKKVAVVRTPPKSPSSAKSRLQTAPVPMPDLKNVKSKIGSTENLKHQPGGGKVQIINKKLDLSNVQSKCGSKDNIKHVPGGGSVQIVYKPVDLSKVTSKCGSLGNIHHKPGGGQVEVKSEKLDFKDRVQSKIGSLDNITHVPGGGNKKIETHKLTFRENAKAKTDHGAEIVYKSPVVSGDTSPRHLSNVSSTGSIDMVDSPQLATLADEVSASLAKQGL
#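 Thioflavine S fluorescence (ex 450, em 510 nm) reports filaments formed from 1 uM human tau plus 30 uM ODS over 15 h at 37 C (10 mM HEPES pH 7.4, 100 mM NaCl, 5 mM DTT); compounds displacing dye or blocking filaments lower signal.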
# CRE Fsk mod – alters forskolin-stimulated CRE reporter signaling in CHO cells; CHO CRE-bla reporter (cAMP response element driving beta-lactamase), forskolin EC10, beta-lactamase ratio; Potency, µM (titrated, usually from 38.2 µM), for inactives: at the highest dose activity change, negative = inhibition, most hits filed as activators; 2.5% of 71,000 active; AID 662; active = well fitted activation curve with a large enough effect in the signal ratio, with a control signal flat, not every such curve was filed as active; inconclusive = small, poorly fitted or top-dose-only effect, or effect the other way, or a change in a side signal; the % refers to the signal ratio; note: potency is the fitted concentration of half-maximal effect; % of control where 0% means no effect
#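 Modulation of forskolin-driven signalling is measured in CHO cells carrying a CRE-controlled beta-lactamase reporter. Cells are stimulated with EC10 NKH 477 in the presence of titrated compound for 3 h at 37 °C, then loaded with CCF4 for 2 h at room temperature.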
# ERK AVP block – inhibitors of vasopressin-stimulated ERK signaling pathway. HEK293-V1b, vasopressin-stimulated pERK AlphaScreen. 0.99% of 72,000 active. Potency, µM (titrated, usually from 57.5 µM), inactives show at the highest dose activity, negative = inhibition, usual class: inhibitors. AID 995; note: potency is the fitted concentration of half-maximal effect; % is set by controls: 0 for no effect and ±100 for the full control effect; nearly all actives have a fitted effect of over 55% in size
#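 HEK293 cells stably expressing V1b receptor, preincubated 30 min at 37 °C with compound, then stimulated 5 min with 25 nM vasopressin. Phospho-ERK by AlphaScreen SureFire after 5 h RT; normalized to DMSO and vasopressin; AC50 by Hill fit.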
# Epigenetic mod – epigenetic modulators derepressing GFP locus in mouse cells; 0.09% of 68,000 active; Potency, µM (top dose mostly 46.1 µM), for the others: at the highest dose GFP derepression (activation); mouse C127i GFP locus derepression, cytometry, 30 h; AID 597; note: % of control where 0% means no effect
#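 Read-out is the number of GFP-positive cells, scored as fluorescent objects 20 to 120 um wide, reflecting derepression of a silenced CMV-GFP reporter in murine C127i cells after 30 h compound exposure at 37 C.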
# ALOX15 inhib – inhibitors of human 15-lipoxygenase (ALOX15) | 1.4% of 74,000 active | Potency, µM (highest dose often 57.1 µM), for the others: at the highest dose activity change, negative = inhibition, actives largely listed as inhibitors | purified 15hLO-1, xylenol orange hydroperoxide absorbance | P16050; note: potency is the fitted concentration of half-maximal effect; % is set by controls: 0 for no effect and ±100 for the full control effect; nearly all actives have a fitted effect of over 55% in size
#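 Compounds were preincubated 15 min at room temperature with 40 nM purified human enzyme (25 mM Hepes pH 7.5, 0.01% Triton X-100); 50 uM arachidonic acid reacted 6 min. Fe-xylenol orange detection, 30 min, absorbance ratio 573/405 nm.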
# Hsp90 Hop PPI – changes Hsp90-Hop TPR2A binding signal, up or down; AlphaScreen TPR2A-His6 binding biotin-Hsp90 C-terminal peptide; Potency, µM (highest dose often 57 µM), for inactives: at the top dose activity change, negative = inhibition; 0.44% of 71,000 active; AID 595; active = well fitted curve in either direction with a large enough effect; inconclusive = small, poorly fitted or top-dose-only effect, or another doubt; note: potency is the fitted concentration of half-maximal effect; % is set by controls: 0 for no effect and ±100 for the full control effect; many of its hits are not listed in these tables
# Pol III holo inh – inhibitors of bacterial DNA polymerase III holoenzyme | reconstituted DNA polymerase III holoenzyme replication, biochemical | AID 603 | 0.25% of 71,000 active | Potency, µM (doses to about 57.1 µM), without a hit: top-dose activity change, negative = inhibition; note: potency is the fitted concentration of half-maximal effect; % is set by controls: 0 for no effect and ±100 for the full control effect
#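 Reconstituted *E. coli* holoenzyme (0.35 nM Pol III, 1 nM beta, 154 nM SSB, 2 nM primase) was preincubated with compound for 15 min at RT. Synthesis on 1.4 nM ssM13Gori ran 35 min, then was stopped with PicoGreen/EDTA and read as dsDNA fluorescence.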
# FLuc inh – blocks Photinus pyralis firefly luciferase activity; P08659; purified firefly luciferase, luminescence, 8 min; Potency, µM (series often up to 57.1 µM), for the others: top-dose activity change, negative = inhibition, hits mostly inhibitors; 2.2% of 72,000 active; AID 411; note: potency is the fitted concentration of half-maximal effect; % is set by controls: 0 for no effect and ±100 for the full control effect; nearly all actives have a fitted effect of over 40% in size
#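 Here, luciferase activity is measured as luminescence following an 8 min room-temperature reaction at 10 uM ATP, pH 7.2. Every library sample is titrated.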
# HBB splice mod – hemoglobin beta splicing modulation; HBB splicing reporter cell assay, activation; EGFP reporter with mutant IVS2-654 intron; response scale: normalised to 500 nM splice-correcting PNA; Potency, µM (doses to about 46.1 µM), without a hit: at the top dose activation, usual class: activators; 0.06% of 65,000 active; note: potency is the fitted concentration of half-maximal effect; 0% is about no effect
#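 HeLa cells stably expressing EGFP interrupted by mutant beta-globin intron 2 (IVS2-654), 500/well in 2% FCS. Treated with compound for 2 days at 37C. Splicing correction scored as total well GFP intensity (488 nm excitation, 500-520 nm emission); 500 nM antisense PNA served as control.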
# HADH2 inh – inhibitors of human HADH2 dehydrogenase. Q99714. recombinant HADH2, NADH fluorescence, beta-hydroxybutyryl-CoA. Potency, µM (doses to about 57.1 µM), for inactives: at the highest dose activity change, negative = inhibition, usual class: inhibitors. 3.4% of 73,000 active; note: potency is the fitted concentration of half-maximal effect; % is set by controls: 0 for no effect and ±100 for the full control effect; nearly all actives have a fitted effect of over 60% in size; many of its hits are not listed in these tables
# Target sequence (Q99714 whole entry, looked up, one chain of several): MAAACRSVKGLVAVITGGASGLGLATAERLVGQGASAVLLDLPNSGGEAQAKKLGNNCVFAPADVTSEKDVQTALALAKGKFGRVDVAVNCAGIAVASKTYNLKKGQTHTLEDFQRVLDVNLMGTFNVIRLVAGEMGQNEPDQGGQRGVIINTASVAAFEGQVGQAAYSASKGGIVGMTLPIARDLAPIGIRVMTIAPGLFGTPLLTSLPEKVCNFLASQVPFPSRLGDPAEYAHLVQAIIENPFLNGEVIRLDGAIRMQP
#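 NADH fluorescence (ex 360/em 450 nm) read every 30 s for 4 min; activity taken as last-minus-first time point difference. Enzyme 20 nM, NAD+ 1 mM, beta-hydroxybutyryl-CoA 90 uM, pH 9.0 Tris buffer.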
# * marks the source's active call; other numbers are inactive results; i = inactive; ? = inconclusive; . = not tested or not shown; [ ] = remark or other dose. Unless noted, calls come from the whole dose curve; as a rule, active = well fitted curve in the direction sought with a large enough effect; inconclusive = small, poorly fitted or top-dose-only effect, or another doubt; inactive = no such curve, though single readings can be large; an effect the other way counts as inactive or inconclusive. Only part of the results is shown; the hit share may differ from the screen's.
SMILES	Ub-GFP proteasome	Tau fil binding	CRE Fsk mod	ERK AVP block	Epigenetic mod	ALOX15 inhib	Hsp90 Hop PPI	Pol III holo inh	FLuc inh	HBB splice mod	HADH2 inh
O=C(c1sc2ccccc2c1Cl)N(Cc1ccco1)C1CCS(=O)(=O)C1 (centres undefined)	.	-7.4%	-23.4%	-2.7%	-2.1%	-7.9%	-4.7%	-0.4%	0.6%	0.0%[0.369 µM]	-8.9%
Cn1c(CCCNC(=O)c2ccccc2)nc2ccccc21	-6.5%	-3.8%	?	10.5%	-1.2%	-1.1%	2.3%	5.1%	-0.4%	-0.3%	-4.4%
Cc1cccn2c(=O)c3cc(C(=O)NCc4ccccn4)n(C)c3nc12	-13.0%	9.9%	?	10.8%	0.0%	15.7%	-6.8%	-3.4%	-0.3%	-0.9%	27.5%
Nc1nn(S(=O)(=O)c2cccc3nsnc23)cc1-c1ccc(Br)cc1	-7.0%	15.8µM*	-1.7%	?	0.0%	?	?	2.0%	2.3%	-0.3%	2.7%
Cn1c(=O)oc2cc(S(=O)(=O)N3CCN(C(=O)c4ccco4)CC3)ccc21	8.0%	4.1%	-5.9%	-4.3%	2.2%	2.6%	-3.8%	-18.7%	2.9%	-1.7%[57.5 µM]	2.4%
COCc1cc(C)nc2sc(C(=O)N3CCN(c4ccccc4)CC3)c(N)c12	5.6%	-9.3%	?	.	.	6.31µM*	?	-5.9%	-2.7%	-1.1%	?
COc1cccc(-c2csc(N3CCN(S(=O)(=O)c4ccc(F)cc4)CC3)n2)c1	-3.4%	13.8%	?	6.0%	0.6%	-16.6%	0.7%	3.4%	-6.7%	.	?
CCOC(=O)CN1C(=O)COc2ccc(Cl)cc21	4.3%	2.0%	2.1%	-5.8%	4.3%	11.9%	0.5%	-1.9%	0.9%	-1.2%[57.5 µM]	-4.1%
COC(=O)C/C=C\[C@@H](C)[C@@H](/C=N\OC[C@@H](O)[C@H]1O[C@H]2OC(C)(C)O[C@H]2[C@@H]1O)NS(=O)(=O)c1ccc(C)cc1	.	.	.	6.7%[11.5 µM]	.	8.8%[11.4 µM]	.	.	0.6%[11.4 µM]	-0.1%[9.22 µM]	11.7%[11.4 µM]
COC(=O)[C@@]1(Cc2ccc(OC)cc2)[C@H]2c3cc(C(=O)N4CCCC4)n(Cc4cc(C)n(C)n4)c3C[C@H]2CN1C(=O)c1ccccc1	.	-2.2%	-11.4%	-13.8%	.	.	-4.8%	12.4%	.	-1.0%	-5.0%
CCOC(=O)C1=C(c2ccccc2)Nc2ncnn2C1c1ccccn1 (centres undefined)	-12.9%	-2.9%	-15.5%	-0.4%	0.0%	9.0%	-4.7%	0.8%	1.8%	4.8%	-3.8%
CO[C@@H]1COC(=O)C/C=C\[C@@H](C)[C@H](OC)COC(=O)[C@H](COCc2ccccc2)NC(=O)C/C=C\[C@H]1C	.	.	.	-6.0%[11.5 µM]	.	2.8%[11.4 µM]	.	.	0.3%[11.4 µM]	-0.2%[9.22 µM]	0.2%[11.4 µM]
COc1ccc(CCN(Cc2nc(-c3ccccc3)no2)Cc2nc(-c3ccccc3)no2)cc1OC	-4.5%	12.0%	10.0%	24.4%	0.1%	-10.9%	-1.0%	1.6%	1.3%	2.7%	-10.3%
O=C(c1ccc(C#CC2(O)CCCCC2)cc1)N1CCOCC1	3.0%	-9.5%	-6.0%	-2.3%	-0.1%	2.0%	2.4%	5.5%	0.5%	-0.3%	2.8%
CCn1cc(Br)c(C(=O)Nc2ccc(C(=O)OC(C)C)cc2)n1	1.8%	13.5%	9.1%	-27.4%	2.6%	-4.2%	5.0%	-3.2%	-23.0%	-0.2%	9.8%

# (more compounds)
SMILES	Ub-GFP proteasome	Tau fil binding	CRE Fsk mod	ERK AVP block	Epigenetic mod	ALOX15 inhib	Hsp90 Hop PPI	Pol III holo inh	FLuc inh	HBB splice mod	HADH2 inh
CCOC(=O)c1cccc(NC(=O)CSc2nc3ccccc3c(=O)n2CC)c1	3.8%	-6.0%	15.5%	?	0.0%	5.5%	-18.0%	-7.6%	1.5%	-0.1%[57.5 µM]	8.9%
N#Cc1cccc(NC(=O)N2CC[C@@]3(CCCN(C(=O)c4ccco4)C3)C2)c1	2.2%	5.2%	-1.9%	-27.7%	-2.3%[9.22 µM]	2.4%	0.0%	-9.5%	-0.7%[11.4 µM]	2.7%	4.9%
O=C(Nc1cnc2ccccc2c1)c1cccc(-n2cnnn2)c1	-10.4%	10.4%	21.1%	?	-1.9%	11.6%	-3.1%	1.9%	-6.3%	.	6.7%
O=C(NC1CCCCCC1)C1c2ccccc2C(=O)N1CCCN1CCOCC1 (centres undefined)	2.7%	-5.6%	?	3.7%	0.0%	0.0%	-1.4%	1.4%	0.5%	2.1%	5.1%
O=C1OC2(c3ccc(O)cc3Oc3cc(O)ccc32)c2c1c(-c1ccccc1)c(-c1ccccc1)c(-c1ccccc1)c2-c1ccccc1	-1.8%[9.17 µM]	i[11.4 µM]	?	12.8%[11.5 µM]	-5.6%[9.22 µM]	1µM*	?	7.0%[11.4 µM]	-4.2%[11.4 µM]	0.8%[9.22 µM]	2µM*
O=C(NCc1ccc2c(c1)OCO2)C1CCCN(S(=O)(=O)c2cccs2)C1 (centres undefined)	-9.8%	2.6%	-13.0%	0.5%	.	-3.0%	-3.1%[2.3 µM]	1.7%	1.0%	-0.3%	10.3%
Cc1cnn(C(=O)c2oc3ccccc3c2C)c1	2.2%	-1.2%	-3.5%	-21.0%	1.7%	4.9%	0.0%	-5.2%	-1.1%	0.3%	-9.3%
c1ccc(-c2nn3c(-c4ccccc4)nnc3s2)cc1	-10.1%	6.2%	29.1%	-8.8%	-2.0%	-1.3%	-3.4%	-3.3%	1.5%	2.9%[1.84 µM]	1.2%
COC(=O)COc1ccc(S(=O)(=O)NCc2ccncc2)cc1	7.8%	1.9%	5.9%	-16.6%	2.1%	6.6%	-3.7%	-3.7%	-1.1%	-0.3%	0.4%
COc1ccc(C(=O)Cn2c(N3CCOCC3)nc3c2c(=O)n(C)c(=O)n3C)cc1	.	-10.3%	6.9%	5.7%	-2.1%	3.5%	-1.6%	4.2%	2.5%	-1.2%[0.369 µM]	7.2%
c1ccc(Nc2nc(-c3cccs3)cs2)nc1	-1.0%	1.8%	?	8.2%	0.0%	?	-5.8%	3.0%	5.01µM*	-0.3%[57.5 µM]	-29.6%
O=C(NCCCn1ccnc1)C1CC(c2cccc(Br)c2)=NO1 (centres undefined)	6.9%	-1.5%	-2.0%	-10.4%	-1.7%	18.9%	-9.0%	2.4%	0.1%	-1.2%	4.9%
CN(C)c1ncc2nc(-c3ccc(Cl)cc3)c(=O)n(C[C@H]3CCCO3)c2n1	2.0%	4.5%	3.98µM*	5.6%	0.0%[9.22 µM]	6.1%	-3.5%	-7.4%	0.6%[11.4 µM]	1.1%	0.1%
CCCC1=C(C(=O)OCC)C(c2ccc(F)cc2)n2ncnc2N1 (centres undefined)	1.9%	-14.4%	4.4%	21.3%	-2.0%	11.0%	-2.3%	-2.2%	2.9%	0.5%[1.84 µM]	1.7%
Cc1cc(C)c2[nH]c(=O)c(CN(CC3CCCO3)S(=O)(=O)c3ccc4c(c3)OCCO4)cc2c1 (centres undefined)	3.5%	12.2%	2.6%	?	-1.7%	-11.5%	-2.0%	5.2%	-3.1%	.	70.0%[activator]
COc1ccc(N(C(=O)c2cccnc2)S(=O)(=O)c2ccc3c(c2)n(C)c(=O)n3C)cc1	-3.7%	-4.9%	-4.5%	-5.2%	-4.8%	8.3%	0.5%	4.0%	3.5%	-1.0%	-7.8%
NC(=O)c1ccccc1-c1nc(-c2ccccc2)no1	-1.8%	3.4%	-4.2%	-1.8%	-3.8%	4.0%	-3.2%	-0.2%	-27.3%	-1.6%[57.5 µM]	-4.7%

# Assay outcomes deposited in PubChem by National Center for Advancing Translational Sciences (NCATS).
